Source: PubChem BioAssay
CHO-K1 Ca antag: counter-screen for M1 antagonists: effect in parental CHO-K1 cells | ATP-induced calcium, Fluo-8 fluorescence | inhibition, % at 3 µM | 360,000 tested, 0.6% active;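 active = inhibition above a per-plate cutoff, the plate's mean sample inhibition plus 3 SD, cut at about 24% in these data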;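 note: 0% = DMSO plus EC80 ATP and 100% = DMSO alone without ATP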
CHRM1 antagonist: antagonists of human M1 muscarinic receptor; CHO-K1 hM1, Fluo-8 calcium fluorescence, ACh EC80 antagonist; inhibition, % at 3 µM; 360,000 tested, 1.3% active; AID 588852;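 active = percent inhibition above its own plate's cutoff, namely the mean of that plate's compound wells plus 3 SD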;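 note: peak over basal fluorescence ratio during 140 s after agonist addition; 0% = ACh EC80 plus DMSO and 100% = DMSO alone without agonist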
Target sequence (P11229 whole entry, looked up): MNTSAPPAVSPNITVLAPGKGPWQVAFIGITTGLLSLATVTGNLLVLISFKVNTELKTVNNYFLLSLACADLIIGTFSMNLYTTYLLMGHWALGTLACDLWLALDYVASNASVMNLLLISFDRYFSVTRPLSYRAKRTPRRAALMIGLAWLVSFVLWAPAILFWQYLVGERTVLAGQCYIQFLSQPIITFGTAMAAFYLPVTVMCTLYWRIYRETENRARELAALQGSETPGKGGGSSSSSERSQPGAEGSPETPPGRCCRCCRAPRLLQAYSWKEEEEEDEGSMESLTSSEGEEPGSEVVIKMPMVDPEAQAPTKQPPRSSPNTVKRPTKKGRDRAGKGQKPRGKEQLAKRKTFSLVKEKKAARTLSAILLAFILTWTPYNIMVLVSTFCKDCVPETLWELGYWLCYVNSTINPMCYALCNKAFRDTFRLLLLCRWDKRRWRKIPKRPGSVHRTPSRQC
CHRM1 agonist: agonists of human M1 muscarinic receptor; CHO-K1 hM1, Fluo-8 calcium fluorescence, agonist mode; 0% DMSO, 100% acetylcholine EC100; activation, % at 3 µM; 360,000 tested, 0.33% active; AID 588814;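 active = activation above the run's mean compound activation plus 3 SD, cut at about 16% in these data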;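 note: peak over basal fluorescence ratio within a 140 s kinetic read after compound addition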
CHRM4 antagonist: blocks acetylcholine activation of human M4 receptor | CHO-hM4 cells, ACh EC80, Fluo-8 calcium fluorescence | inhibition, % at 3 µM | 360,000 tested, 0.73% active | P08173 | AID 624125;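 active = inhibition above its plate's cutoff, the mean inhibition of sample wells plus 3 SD, cut at about 27% in these data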;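 note: 0% = acetylcholine EC80 with DMSO and 100% = DMSO without agonist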
Target sequence (P08173 whole entry, looked up): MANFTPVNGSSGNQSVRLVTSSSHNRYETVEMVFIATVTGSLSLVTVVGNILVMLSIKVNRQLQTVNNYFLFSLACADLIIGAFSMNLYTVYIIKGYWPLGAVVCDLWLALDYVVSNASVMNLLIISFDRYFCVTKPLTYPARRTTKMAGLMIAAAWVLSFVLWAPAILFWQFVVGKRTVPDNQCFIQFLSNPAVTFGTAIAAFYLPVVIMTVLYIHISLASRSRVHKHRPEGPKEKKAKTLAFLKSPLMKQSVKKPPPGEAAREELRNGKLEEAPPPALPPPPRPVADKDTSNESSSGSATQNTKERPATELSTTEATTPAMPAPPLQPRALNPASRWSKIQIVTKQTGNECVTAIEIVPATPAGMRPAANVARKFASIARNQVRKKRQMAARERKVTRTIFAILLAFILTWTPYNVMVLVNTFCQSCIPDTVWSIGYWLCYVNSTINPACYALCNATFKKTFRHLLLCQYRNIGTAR
CHO parental Ca: counter-screen for OX1R antagonists: effect in parental CHO cells. parental CHO-K1, ATP-induced calcium, Fluo-8 fluorescence. inhibition, % at 5.6 µM. 330,000 tested, 0.63% active. AID 463079;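 active = inhibition above that plate's mean sample inhibition plus 3 SD, cut at about 26% in these data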;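 note: 0% = ATP-challenged DMSO wells and 100% = DMSO wells without ATP; some compounds past the cut are filed as inactive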
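Assay system: parental CHO cells; Read-out basis: percent inhibition of ATP-evoked calcium rise, normalized to controls; Benchmarks: ATP and no-ATP DMSO wells; Compound dosing: single nominal dose of 5.6 µM per compound; Signal: Fluo-8 calcium dye fluorescence; Also added: ATP as calcium-mobilizing challenge; Repeats: singlicate.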
M1 PAM: positive allosteric modulators of human M1 muscarinic receptor | P11229 | AID 588819 | CHO-K1 hM1, Fluo-8 calcium fluorescence, ACh EC20; 0% = ACh EC20, 100% = maximal ACh | 360,000 tested, 0.088% active | activation, % at 3 µM; in the data active = activation above about 19%, passing the limit was not always enough
OXTR potentiate: potentiators of human oxytocin receptor; 320,000 tested, 0.061% active; activation, % at 3 µM; AID 2445; CHO-OTR cells, Fluo-8 calcium fluorescence, potentiator mode; 0% = oxytocin EC15, 100% = EC100; P30559;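 active = activation above that plate's cutoff, the mean activation of tested compounds plus 3 SD, cut at about 6.6% in these data, passing the limit was not always enough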;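 note: 100% uses oxytocin at 75 nM as the full agonist control; some results filed as inactive read as strong as hits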
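System: human OTR in CHO cells / Also added: sub-maximal oxytocin, roughly EC15 / Control set: EC15 oxytocin low, 75 nM oxytocin high / Schedule: 6 min compound pre-incubation at room temperature, 100 s kinetic read / Compound: single-point 3.0 µM / Replication: singlicate / Technique: Fluo-8 calcium dye fluorescence / Read-out basis: % activation of max/min ratio relative to oxytocin controls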
M1 ag parental: counter-screen for M1 agonists: effect in parental CHO-K1 cells. AID 602248. 360,000 tested, 0.48% active. Fluo-8 calcium fluorescence; scaled to maximal ATP response, vehicle zero. activation, % at 3 µM; in the data active = activation above about 15%;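 note: untransfected CHO-K1 host cells lacking M1 receptor as counterscreen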
CHRM4 agonist: CHRM4 agonism in calcium assay | 360,000 tested, 0.14% active | activation, % at 3 µM | CHO-K1 hM4/Gqi5, Fluo-8 calcium fluorescence; vehicle 0%, full acetylcholine response 100% | P08173 | AID 624127;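 active = activation above the run mean over all test wells plus 3 SD, cut at about 32% in these data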;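 note: peak over basal fluorescence ratio per well then scaled between controls; 0% = DMSO wells and 100% = acetylcholine at EC100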
An asterisk follows results filed as active; x = not tested or not shown.

SMILES	CHO-K1 Ca antag	CHRM1 antagonist	CHRM1 agonist	CHRM4 antagonist	CHO parental Ca	M1 PAM	OXTR potentiate	M1 ag parental	CHRM4 agonist
Cc1ccn2cc(C34CC5CC(CC(C5)C3)C4)nc2c1	-8.3	20.1	-12.8	6.2	-13.7	-31.8	-17.5	1.0	0.3
COc1ccc(NC(=O)Cc2cccc(F)c2)cc1S(=O)(=O)Nc1ccccc1Cl	-0.8	-8.8	4.6	11.5	7.8	-8.5	-7.0	12.9	14.6
Cc1ccc(C(=O)N/C(=C/c2cccs2)C(=O)NCCc2c[nH]c3ccccc23)cc1	-14.9	-4.9	-8.3	-5.7	-24.1	4.0	1.4	3.7	4.7
Cn1ncc2c(Nc3ccccc3Cl)nc(Cl)nc21	-16.1	2.0	-5.2	-10.6	-6.0	3.5	-6.5	1.1	0.5
O=C(Nc1cccn2ncnc12)C(Cl)Cl	-14.2	-28.2	-1.4	-6.6	0.6	7.3	0.8	0.2	0.3
Cc1cc(C)n2c(SCC(=O)Nc3ccccc3C#N)nnc2n1	5.7	-6.6	-2.3	-1.2	-8.7	3.3	-4.9	-0.3	1.4
O=C(c1ccc(N2CCC3(CC2)OCCO3)c([N+](=O)[O-])c1)N1CCOCC1	-10.3	10.2	-2.9	5.8	0.4	-1.7	-0.9	1.1	3.9
O=C(Cn1c(=S)[nH]c2ccccc21)c1ccccc1	13.2	-15.8	2.9	-2.0	-3.2	12.9	-2.9	-0.1	2.8
COc1ccccc1N1CCN(/N=C/C(Cl)=C/c2ccccc2)CC1	6.6	-1.3	-4.3	13.2	-17.2	-0.1	-9.6	0.0	-1.1
CC(C)(C)NC(=O)C(c1c[nH]c2ccccc12)N(C(=O)Cn1nnc(-c2ccc(F)cc2)n1)c1cccc(O)c1 (stereo unspecified)	-9.7	-2.0	-5.3	-0.2	-2.9	4.9	0.7	1.5	5.8
NC(=S)NN=Cc1ccc(-c2ccc(S(=O)(=O)Nc3ncccn3)cc2)o1	-1.5	6.9	-3.6	2.1	-4.9	1.5	-0.8	0.6	0.0
CCCC(C)C(=O)NCc1ccccc1OC (stereo unspecified)	-3.5	-0.8	-1.2	0.7	-12.7	3.8	-7.7	0.2	0.3

Arranged by the number under CHRM1 antagonist (low to high): three of the compounds above
Compound,CHRM1 antagonist,CHRM1 agonist,CHRM4 antagonist,M1 PAM,OXTR potentiate,CHRM4 agonist
Cc1ccc(C(=O)N/C(=C/c2cccs2)C(=O)NCCc2c[nH]c3ccccc23)cc1,-4.9,-8.3,-5.7,4.0,1.4,4.7
CCCC(C)C(=O)NCc1ccccc1OC (stereo unspecified),-0.8,-1.2,0.7,3.8,-7.7,0.3
Cn1ncc2c(Nc3ccccc3Cl)nc(Cl)nc21,2.0,-5.2,-10.6,3.5,-6.5,0.5

(list continues)
SMILES	CHO-K1 Ca antag	CHRM1 antagonist	CHRM1 agonist	CHRM4 antagonist	CHO parental Ca	M1 PAM	OXTR potentiate	M1 ag parental	CHRM4 agonist
CC(=O)c1cccc(NC(=O)CCNS(=O)(=O)c2cccc(C(C)=O)c2)c1	9.9	14.7	-1.1	-17.3	-13.7	-0.3	-4.3	0.1	1.6
O=C(O)c1ccc2cc[nH]c2c1	0.1	-6.5	-1.0	-2.5	-4.9	7.4	-0.1	0.9	0.2
Cn1cc(C(=O)N/N=C/c2ccc3c(c2)OCO3)c2ccccc21	-6.6	-3.8	-2.9	5.5	-4.5	5.6	-4.1	0.6	1.0
C=CCNC(=O)c1onc(CSc2ccccc2C)c1C(=O)O	-16.5	-10.9	-0.8	-12.2	-12.2	8.6	-4.6	0.3	0.6
CC(C)Cn1c(N)c(C(=O)COC(=O)c2cccn2C)c(=O)n(C)c1=O	7.4	-7.7	8.0	-7.5	-5.0	15.1	-7.0	6.3	15.4
CN(Cc1cccc(F)c1)C(=O)c1cc(S(=O)(=O)N2CCOCC2)ccc1N1CCCC1	-14.5	-9.2	-7.0	-1.6	-23.3	10.7	-0.9	1.6	6.5
Cc1cccc(NC(=S)NC(=O)/C=C/c2ccco2)c1	9.3	-3.0	-7.4	-4.1	-16.3	8.6	-12.4	-0.5	0.8
Cc1ccc(NC(=O)CCc2nnc3ccc(NCc4ccco4)nn23)cc1F	-10.9	-2.5	-2.4	13.3	-10.1	4.3	-4.9	-0.2	0.7
CC(Oc1ccc(C(=O)NCCc2ccccc2)cc1)C(=O)O (stereo unspecified)	-11.1	-8.6	-3.0	-3.6	-2.9	8.3	-4.2	1.6	0.7
O=C1NN(c2cccc(Br)c2)C(=O)/C1=C\c1ccc(O)cc1	-11.4	-5.5	-2.3	2.7	-6.9	7.6	4.9	-0.1	0.1
CCOc1ccc(CN(C)C(=O)c2ccc(NS(=O)(=O)c3ccc4[nH]c(=O)[nH]c4c3)cc2)cc1	-11.7	-12.4	-1.1	-4.4	0.1	2.0	-3.9	2.0	0.8
COc1ccc(N2CCN(C(=O)c3ccc(-n4nc(C)cc4C)cc3)CC2)cc1	-1.1	-7.3	-6.1	-1.1	-11.5	8.5	-2.9	8.2	-0.1
CCOc1ccc(N2CC(=O)N(c3ccc(OCC)cc3)CC2=O)cc1	-2.1	-11.2	-4.1	6.5	-3.1	3.5	3.8	-0.1	-1.2
Cc1ccc(CCN2CC(C(=O)NCCCN3CCCCCC3)CC2=O)cc1 (stereo unspecified)	-3.7	0.1	-4.9	12.8	6.3	1.1	0.6	1.5	0.1
O=C(NC(=S)NC1CCCc2ccccc21)c1ccc(F)cc1 (stereo unspecified)	-11.2	-11.2	-2.6	-8.6	-26.1	5.9	-13.9	-1.0	0.1
CCN(C(=O)Cn1c(=O)oc2ccccc21)C1CCS(=O)(=O)C1 (stereo unspecified)	-10.4	-44.7	-0.9	2.2	5.2	4.1	-9.6	1.9	0.4
C/C(CC(=O)NCc1ccccc1Cl)=N/NC(=O)c1ccccn1	-7.7	-5.8	-1.3	4.9	-12.8	10.0	-9.7	0.6	-0.6
COc1ccc(-c2cc(-c3ccccc3O)[nH]n2)cc1	6.0	-10.8	-2.2	11.5	-13.7	4.0	-25.8	0.7	4.0
COc1ccccc1NC(=O)c1nnn(CC(=O)Nc2ccccc2)c1N	5.1	-23.9	3.8	-4.6	-6.3	7.8	-3.8	0.1	1.9
O=C(Nc1cccc(S(=O)(=O)N2CCOCC2)c1)c1ccc2ccccc2n1	-7.1	6.8	-2.1	-2.1	-11.8	-3.1	-2.5	3.3	8.4
O=C(NCC1CCCN1S(=O)(=O)c1cccs1)c1ccc([N+](=O)[O-])cc1 (stereo unspecified)	3.2	-14.8	-6.7	-4.3	-15.4	10.7	1.0	0.3	2.3
Cc1nc(SCC(=O)O)c2oc3ccccc3c2n1	-6.3	1.1	-4.3	16.3	-6.6	-0.7	0.1	0.4	0.3
O=C(O)c1cccc(-n2nnnc2SCc2ccccc2Cl)c1	2.7	2.4	-3.1	-0.8	-7.2	0.7	0.0	-0.3	0.5
COc1ccc(C(=O)COC(=O)CN2C(=O)C3C4CCC(C4)C3C2=O)cc1 (stereo unspecified)	-14.0	-15.9	0.3	-5.2	0.9	9.5	-8.5	3.9	2.8
O=C(CCn1cnc2ccccc2c1=O)Nc1cccc(Cl)c1Cl	-12.3	-10.8	-3.8	0.7	2.6	11.6	-7.8	1.6	1.6
COc1ccc(C(=O)NCCc2c[nH]c3ccccc23)cc1[N+](=O)[O-]	-8.5	-1.0	-1.6	-1.2	0.6	4.6	-11.1	7.8	22.1
N/C(=N\OC(=O)c1cc(Cl)ccc1Cl)c1ccncc1	21.6	2.0	-4.1	0.4	-7.3	-4.9	3.0	-0.1	0.7
COc1ccc2cc(CN(Cc3ccco3)C(c3nnnn3C3CCCCC3)C(C)C)c(=O)[nH]c2c1 (stereo unspecified)	10.1	-8.0	-2.0	-2.2	-13.1	2.5	0.5	0.1	1.1
COc1ccc(OC)c(S(=O)(=O)Nc2ccc3c(c2)n(C)c(=O)n3C)c1	7.2	-9.7	-2.0	4.8	-8.1	9.0	-1.8	0.9	1.4
CN(C)C(CNC(=O)CCNS(=O)(=O)c1ccccc1C(F)(F)F)c1ccccc1 (stereo unspecified)	4.2	6.9	-8.3	-6.6	-1.0	-2.0	-2.8	0.0	1.6
O=C(N/N=C/c1cccn1-c1cccc(C(=O)O)c1)Nc1ccccc1	2.0	0.6	-5.5	13.5	3.1	-7.1	0.1	-0.4	-1.3
CCCCCC1CCC(c2ccc(/C(N)=N/O)cc2)CC1 (stereo unspecified)	-3.7	4.5	-2.8	0.1	11.6	-2.8	-6.3	0.3	0.3
O=C(O)C1c2ccccc2Cc2ccccc21	0.4	-16.3	-2.5	-4.4	x	6.4	x	-0.3	-0.4
Cc1ncoc1C(=O)N1CCCC(C(=O)c2ccc(-c3ccccc3)cc2)C1 (stereo unspecified)	-4.6	2.2	-8.9	1.4	-2.0	-0.4	-5.2	2.7	6.0
COc1ccc(S(=O)(=O)N(CCc2ccccc2)CC(=O)O)cc1C	-5.1	1.2	-2.3	11.6	-7.0	2.1	-5.0	0.2	1.3
CSCCC(NC(=O)c1ccccc1)C(=O)NCCCSc1ccccc1 (stereo unspecified)	-15.6	-2.5	-3.8	-2.2	-29.8	1.8	2.0	2.0	4.5
CC(=O)Nc1cc[n+](CC(=O)c2ccc(Cl)cc2)cc1	5.3	-3.3	-8.3	8.7	-25.3	3.5	0.1	0.3	0.9
C=C(C)c1cccc(C(C)(C)NC(=O)Nc2ccc(C(N)=O)cc2)c1	0.3	-4.8	-7.3	15.0	-0.5	13.8	-8.1	2.6	4.3
C=CCNc1ncnc2c1cnn2-c1cccc(C)c1	16.3	11.6	-0.3	13.2	-2.6	-7.4	-1.2	0.9	2.8
Cc1cccc(N2CC(C)Cn3c2nc2c3c(=O)[nH]c(=O)n2C)c1 (stereo unspecified)	-32.7	-14.7	-11.4	-15.9	-22.2	8.3	-1.0	-1.4	-1.8
CCc1ccc(/C=N/n2c(C)cc(C)c(C#N)c2=O)cc1	-10.3	0.6	-13.0	-9.5	-2.3	3.6	-4.5	4.1	1.4
CC(=O)c1ccccc1NC(=O)c1ccc(N2CCCC2=O)cc1	-1.2	-6.5	-3.7	-11.8	-1.9	4.2	-14.4	0.6	3.1
Cc1ccc(NC(=O)c2cc(C)n(-c3cccc(C)c3)c2C)cc1	-10.4	-0.2	-7.2	-9.3	-17.7	0.7	-4.9	-0.5	-3.2
Cn1nc(CC(=O)Nc2cccc3ncccc23)c2ccccc2c1=O	-2.5	11.2	-1.1	3.6	1.2	-3.7	-10.1	4.5	7.0
C=CCNC(=S)NNC(=O)c1ccco1	6.4	0.3	-5.5	9.4	-11.7	10.1	-5.7	1.7	0.4
CCc1ccccc1NC(=O)CN(C)C(=O)CSc1nn(-c2ccc(F)cc2)c(=S)s1	7.9	-2.7	4.8	3.5	-11.5	1.4	-7.4	0.0	-0.6
